From PubChem BioAssay
SMN2 splice up: increases expression of the SMN2 splice variant; HEK293 SMN2-luciferase splicing reporter, luminescence, 30-36 h; Potency, µM (top dose mostly 46.1 µM), for inactives: top-dose activity change, positive = activation, hits mostly activators; 210,000 compounds, 2.8% hits; AID 1458; further: % of control where 0% means no effect; nearly all actives have a fitted effect of over 55% in size
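qHTS luciferase splicing reporter: luminescence rises when SMN2 exon 7 is included in transfected HEK293 cells. Compound exposure lasted 30-36 h at 37C, with 4.5 mM final sodium butyrate as control, followed by a ONE-Glo read.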
JMJD2E inh: blocks human JMJD2E demethylase activity. B2RXH2. JMJD2E catalytic domain, FDH-coupled NADH fluorescence (FDH is formaldehyde dehydrogenase). 230,000 compounds, 1.6% hits. Potency, µM (series often up to 57.1 µM), for the others: top-dose activity change, negative = inhibition, actives largely listed as inhibitors. AID 2147; active means well fitted inhibition curve with a large enough effect, not every such curve was filed as active; inconclusive means small, poorly fitted or top-dose-only effect, or another doubt; inactive means no such curve, though single readings can be large or run the other way;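 further: 0% = wells with enzyme and -100% = buffer wells without enzyme; nearly all actives have a fitted effect of over 50% in size; many of its hits are not listed in these tables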
Target sequence (B2RXH2 1-337 limits assumed): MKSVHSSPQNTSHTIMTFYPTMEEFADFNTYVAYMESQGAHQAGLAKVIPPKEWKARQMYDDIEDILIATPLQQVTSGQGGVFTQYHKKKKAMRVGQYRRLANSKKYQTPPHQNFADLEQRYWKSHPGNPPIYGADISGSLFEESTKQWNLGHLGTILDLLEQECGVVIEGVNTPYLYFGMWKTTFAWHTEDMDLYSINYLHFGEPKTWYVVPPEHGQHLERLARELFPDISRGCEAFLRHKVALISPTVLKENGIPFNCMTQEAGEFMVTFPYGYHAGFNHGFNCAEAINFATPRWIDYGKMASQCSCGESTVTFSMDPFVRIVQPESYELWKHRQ
RECQ1 inh: RECQ1 (human) helicase inhibition | Potency, µM (highest dose often 57.3 µM), for the others: top-dose activity, negative = inhibition, most hits filed as inhibitors | AID 2549 | 240,000 compounds, 0.54% hits | P46063 | RECQ1 DNA unwinding, red fluorescence kinetic read;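 further: plate controls were vehicle for no effect and no enzyme for full effect; nearly all actives have a fitted effect of over 30% in size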
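RECQ1T1 50 nM; forked duplex (20 bp + 30-nt ss tails) 200 nM, ATP 2 mM final; pH 8.0, 2 mM MgCl2, 2.5 ug/ml poly(dI-dC); 15 min compound preincubation; discontinuous kinetic read over 2 h at RT.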
Luc counter: counter-screen: inhibitors of Kinase-Glo firefly luciferase; Kinase-Glo luciferase, ATP luminescence, 8 min; 200,000 compounds, 0.28% hits; Potency, µM (highest dose often 38.3 µM), for inactives: at the top dose activity change, negative = inhibition, usual class: inhibitors; further: on the % scale 0 is the no-effect control and ±100 the full control effect; nearly all actives have a fitted effect of over 60% in size
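Compounds were added to a substrate mix at pH 7.2 (50 mM imidazole, 10 uM ATP, within the enzyme's linear range), followed by Kinase-Glo detection reagent; luminescence was measured after 8 minutes at ambient temperature.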
GoLoco inh red: RGS12 GoLoco-Gai1 interaction inhibition; 230,000 compounds, 0.44% hits; Potency, µM (doses to about 61.6 µM), without a hit: top-dose activity, negative = inhibition, actives largely listed as inhibitors; Gai1:RGS12 GoLoco peptide FP, rhodamine, 10 min; active means well fitted inhibition curve with a large enough effect, not every such curve was filed as active; inactive means no such curve, though single readings can be large or run the other way; further: on the % scale 0 is the no-effect control and ±100 the full control effect; nearly all actives have a fitted effect of over 30% in size; many of its hits are not listed in these tables
Target sequence (P63096 whole entry, looked up): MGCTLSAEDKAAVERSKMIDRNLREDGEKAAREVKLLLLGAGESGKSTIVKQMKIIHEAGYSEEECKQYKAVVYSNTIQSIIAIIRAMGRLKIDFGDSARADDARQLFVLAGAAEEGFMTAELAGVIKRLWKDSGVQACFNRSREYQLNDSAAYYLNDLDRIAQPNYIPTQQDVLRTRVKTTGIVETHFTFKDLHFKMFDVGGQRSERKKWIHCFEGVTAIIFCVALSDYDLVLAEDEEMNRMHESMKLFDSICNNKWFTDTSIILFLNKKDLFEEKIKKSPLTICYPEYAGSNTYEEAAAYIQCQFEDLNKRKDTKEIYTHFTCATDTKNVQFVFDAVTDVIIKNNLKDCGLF
IMPase Li cell: membrane-permeable IMPase blocker, potentiated with lithium; CHO-M1 cells, IP1 TR-FRET (IP-One), carbachol + lithium; Potency, µM (highest dose often 59.4 µM), for the others: at the highest dose activity, negative = IMPase inhibition, usual class: inhibitors; 210,000 compounds, 0.35% hits;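 further: IP1 builds up when IMPase is blocked and the TR-FRET signal falls; plate controls were basal vehicle for no effect and high inhibitor control for full effect; nearly all actives have a fitted effect of over 50% in size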
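CHO-M1, 2000 cells/well, 16–30 h culture; cpd + low Li+, 30 min 37C; lysis with d2-IP1/Eu-anti-IP1 Ab, 10 min RT; TR-FRET 665/620 ratio and 620 channel; AC50 via Hill.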
NPSR antagonist: neuropeptide S receptor (human) antagonism, cAMP; Potency, µM (doses to about 38.3 µM), without a hit: at the top dose activity change, negative = inhibition, hits mostly inhibitors; 220,000 compounds, 1% hits; CHO-NPSR cells, cAMP TR-FRET, antagonist mode; further: on the % scale 0 is the no-effect control and ±100 the full control effect; nearly all actives have a fitted effect of over 50% in size; many of its hits are not listed in these tables
Target sequence (Q6W5P4 whole entry, looked up): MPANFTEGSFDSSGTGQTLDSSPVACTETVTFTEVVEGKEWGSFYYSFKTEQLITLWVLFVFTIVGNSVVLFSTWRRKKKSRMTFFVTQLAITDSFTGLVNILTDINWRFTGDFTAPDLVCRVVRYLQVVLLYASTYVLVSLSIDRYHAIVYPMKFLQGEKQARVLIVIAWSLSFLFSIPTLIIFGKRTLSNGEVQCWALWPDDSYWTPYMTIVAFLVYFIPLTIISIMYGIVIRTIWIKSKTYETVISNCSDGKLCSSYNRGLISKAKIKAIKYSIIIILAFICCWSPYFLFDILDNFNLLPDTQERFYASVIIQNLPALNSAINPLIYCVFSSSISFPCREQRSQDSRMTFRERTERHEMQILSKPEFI
Epigenetic derep: derepresses silenced GFP reporter in murine cells; 280,000 compounds, 0.2% hits; murine LDR cells, GFP reporter derepression, 30 h; AID 1865; Potency, µM (titrated, usually from 53.9 µM), for the others: top-dose GFP activation, usual class: activators; further: % of control where 0% means no effect; nearly all actives have a fitted effect of over 60% in size
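Murine LDR cells bearing a silenced CMV-driven GFP reporter were exposed to compound for 30 h at 37 C. After PBS washes, GFP-positive cells (20-120 um objects) counted by laser-scanning microplate cytometry.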
The depositor's hits bear a star; i = inactive; ? = inconclusive; · = no result given; [ ] = remark or other dose. Unless noted, the call rests on the fitted dose curve; in most records, active means well fitted curve in the direction sought with a large enough effect; inconclusive means small, poorly fitted or top-dose-only effect, or another doubt; inactive means no such curve, though single readings can be large; an effect the other way counts as inactive or inconclusive. Potency means the concentration at half of the fitted maximal effect. These rows are one share of the data; count on the stated rates, not on these rows.

Below each SMILES: SMN2 splice up | JMJD2E inh | RECQ1 inh | Luc counter | GoLoco inh red | IMPase Li cell | NPSR antagonist | Epigenetic derep
1) COc1ccc(NC(=O)N2CCC(n3cnc4ccccc43)CC2)cc1
 : · | -3% | i | 0% | 20% | 1% | 15% | -0.6%
2) COc1ccccc1Nc1nc(N)nc(CSCCO)n1
 : 0% | 0% | -11% | 1% | 3% | 34%[activator][38.3 µM] | -4%[46.1 µM] | 0.9%
3) CCOC(=O)Cn1c2c(c(=N)c3c1CCC3)CCC2
 : -3% | -1% | -10% | -3% | -16% | -3%[38.3 µM] | -25%[46.1 µM] | 1.5%
4) Cc1c(NC(=O)c2cc(-c3ccccc3O)on2)c(=O)n(-c2ccccc2)n1C
 : 1% | -2% | -4% | · | 15% | · | -4% | ?
5) O=C(COC(=O)c1cccs1)c1ccc2ccccc2c1
 : -20% | 9% | 0% | -18% | 87%[activator] | 20% | -8%[46.1 µM] | -1.2%
6) O=C(NCC(=O)N(c1cccc(F)c1)C(C(=O)NC1CCCC1)c1ccco1)c1ccco1 (stereo unspecified)
 : -7% | 3% | -5% | 1% | -6% | -1% | 0% | -2.2%
7) CCc1noc(C)c1C(=O)N1CCCC(CCC(=O)NCc2cccc(OC)c2)C1 (stereo unspecified)
 : · | 10% | i | 2% | -6% | 1% | -21% | 0.0%
8) O=C(NCCCN1CCN(c2cccc(Cl)c2)CC1)c1cccc(N2CCCC2=O)c1
 : 4% | 4% | i | 0% | 15% | -2% | 2%[46.1 µM] | -2.0%
9) COc1cc(NC(=O)C2CC2)c(C(=O)O)cc1OC
 : · | ? | -5% | · | · | · | -2%[46.1 µM] | -0.2%
10) CC(=O)Nc1ccc(S(=O)(=O)Nc2nc3ccccc3nc2Nc2ccc(N)cc2)cc1
 : · | 1% | -2% | · | 14% | · | -1% | 1.1%
11) O=C(Nc1ccccc1)N1CCC(c2ccccc2)C1 (stereo unspecified)
 : 18µM* | 8% | -8% | -8% | -2% | -8%[38.3 µM] | -13%[46.1 µM] | -1.1%
12) CCOC(=O)c1oc2ccccc2c1NC(=O)COc1ccc(F)cc1
 : · | ? | -11% | · | · | · | -10%[46.1 µM] | -1.0%
13) O=C(NCc1ccco1)c1ccc2c(c1)C(=O)N(C1CCCCC1)C2=O
 : -15% | -1% | -4% | -2% | 1% | 15%[38.3 µM] | -26%[46.1 µM] | -2.3%
14) Cc1cccc(-n2nc(CC#N)c(C#N)c2N)c1
 : 13% | -6% | -9% | 1% | 5% | -11% | 21% | -1.8%
15) CC12c3ccccc3C(c3ccccc31)C1C(=O)N(Cc3cccnc3)C(=O)[C@H]12 (stereo partly specified)
 : ? | 4% | -2% | 1% | -8% | 1% | -8% | 0.0%
16) Cc1ccc(C(CC(=O)N2CCCC2)c2ccccc2)c(O)c1C (stereo unspecified)
 : 12% | 3% | -2% | 0% | -12% | 26%[38.3 µM] | -26%[46.1 µM] | -1.0%
17) C[C@@H](C(=O)Nc1cccc(S(=O)(=O)N2CCOCC2)c1)N1C(=O)C2CC=CCC2C1=O (stereo partly specified)
 : -3% | -7% | i | 1% | 12% | 4% | 12% | -4.6%
18) OCc1ccccc1N=c1ssnc1Cl
 : -11% | -11% | -8% | -4% | -4% | 3%[38.3 µM] | -6%[46.1 µM] | 0.0%
19) COc1ccccc1OCC(=O)NCCc1nc2ccccc2[nH]1
 : -15% | -3% | 0% | 0% | 6% | 5%[38.3 µM] | 3%[46.1 µM] | 0.0%
20) Cc1cccc2cc(CN(Cc3ccc(F)cc3)C(=O)N3CCOCC3)c(=O)[nH]c12
 : -6% | -4% | -3% | 0% | 3% | 0% | -5%[46.1 µM] | 0.0%
21) Cc1nnc(NC(=O)c2ccccc2F)s1
 : ? | 3% | -5% | -3% | 7% | 19%[38.3 µM] | 3%[46.1 µM] | 0.9%
22) O=C(N/N=C/c1cc([N+](=O)[O-])ccc1O)Nc1ccccc1
 : 6% | 28µM* | i | -7% | 16% | 6% | -18% | 0.2%
23) O=C(CSc1nc2ccccc2c(=O)n1Cc1ccccc1)NCc1ccco1
 : -15% | 4% | 2% | -1% | -9% | 10µM* | 20%[46.1 µM] | -0.4%
24) Cc1nc(SCC(=O)c2cccc([N+](=O)[O-])c2)n[nH]1
 : -10% | -4% | -6% | 2% | 0% | -1% | -10%[46.1 µM] | ?
25) COc1cccc(Nc2cc(N3CCOCC3)c3nonc3c2[N+](=O)[O-])c1
 : -18% | 10% | -7% | 1% | 9% | 6%[38.3 µM] | -8%[46.1 µM] | 0.9%
26) O=C(NCC1CCCO1)c1ccc(CSCc2cccc(F)c2)o1 (stereo unspecified)
 : -21% | 5% | -12% | 0% | 10% | 0% | -6% | -0.3%
27) COc1ccc(C(=O)NCCSc2ccc(C)cc2)cc1
 : 9% | -4% | -2% | -2% | -5% | 3% | 5% | -1.8%
28) Cc1cc(-c2ccc(Br)cc2)n[nH]1
 : ? | -18% | -4% | 1% | 3% | 1% | 7% | -3.1%
29) CCC(=O)Nc1ccc(NC(=O)CSc2nnc(C(C)C)n2C)cc1
 : -14% | 3% | -15% | 0% | 6% | -5%[38.3 µM] | 10%[46.1 µM] | 0.0%
30) COc1ccc(CCNc2c3ccccc3nc3ccccc23)cc1OC
 : · | ? | -2% | · | -6% | · | 53% | ?
31) CC(C)(C)C(=O)Nc1nnc(CSCc2ccccc2F)s1
 : -37%[inhibitor] | -6% | 0% | -9% | -15% | 58%[activator][38.3 µM] | 7%[46.1 µM] | 2.4%
32) Cc1cc(C)cc(SCc2noc(C(=O)NC(C)C)c2C(=O)O)c1
 : 197% | 5% | -1% | 2% | 16% | -5%[38.3 µM] | -10%[46.1 µM] | -0.9%
33) CC(C)CC(NC(=O)c1ccco1)C(=O)Nc1ccc2c(c1)OCCO2 (stereo unspecified)
 : -7% | 4% | 0% | -3% | -6% | -20%[38.3 µM] | -7%[46.1 µM] | -4.6%
34) CC(C)CNC(=S)NNC(=O)c1csc2c1CCC(C)C2 (stereo unspecified)
 : -14% | 12% | i | 0% | 8% | 24%[38.3 µM] | -10%[46.1 µM] | 3.8%
35) CN1C(=O)C(O)(c2nnc(-c3ccccc3)o2)c2ccccc21 (stereo unspecified)
 : ? | 0% | -2% | -4% | -3% | -4% | 9% | 3.4%
36) NC(=O)c1cc[n+](CC(=O)c2ccc(NC(=O)c3ccccc3)cc2)cc1
 : 7% | 13µM* | i | 0% | 27% | -5% | 6% | 4.2%
37) CC1CCc2nn(CC(=O)NC3CCCC(C)C3C)cc2C1 (stereo unspecified)
 : 0% | 5% | -15% | 4% | 14% | 25%[38.3 µM] | ? | 0.0%
38) Brc1ccc(-c2ncc(-c3ccccc3)cn2)cc1
 : 7.9µM* | -1% | i | -7% | -16% | -12%[38.3 µM] | -9%[46.1 µM] | 1.4%
39) COc1cc(OC)c(NS(=O)(=O)c2cc(C(=O)OCC(=O)NCC3CCCO3)ccc2OC)cc1Cl (stereo unspecified)
 : 5% | -5% | i | 1% | 2% | 2% | -13% | -4.0%
40) CC(C)CCn1cnc2c(c1=O)c1nc3ccccc3nc1n2Cc1ccc2c(c1)OCO2
 : -5% | 5% | -7% | -7% | -9% | 6%[38.3 µM] | -1%[46.1 µM] | 0.7%
41) Cc1ccc(/C=N/NC(=O)C2(C)CC2(Br)Br)cc1 (stereo unspecified)
 : ? | 4% | -14% | 1% | 22% | 11% | -5% | 4.6%
42) Cc1ccc(NNc2c(C)nc3ccccc3nc2=O)cc1
 : 9% | ? | i | -1% | 2% | 13% | -12% | 16%
43) CCOc1ccc(/C=C/C(=O)CCC(=O)O)cc1
 : · | ? | -2% | -2% | 5% | 9% | 3% | -5.6%
44) O=C(N/N=C/C=C/c1ccccc1)c1cccs1
 : ? | -19% | -8% | 2% | -4% | -2% | -31% | 2.6%
45) O=c1c2ccccc2nc(N2CCN(c3ccccc3)CC2)n1Cc1ccccc1
 : -11% | ? | -18% | -1% | -3% | 13%[38.3 µM] | -29%[46.1 µM] | -0.8%
46) CCOCCn1c(SCc2ccccc2)nc2c1c(=O)[nH]c(=O)n2C
 : · | -6% | i | · | 1% | · | 3% | 0.0%
47) COc1ccc(CCNC(=O)C2CCN(S(=O)(=O)N3CCCCC3)CC2)cc1OC
 : · | ? | -1% | · | · | · | -6%[46.1 µM] | -1.8%
48) CCCn1nc(Oc2nc(SC)nc(N(C)C)n2)ccc1=O
 : · | -2% | -6% | · | · | · | -7%[46.1 µM] | -6.2%
49) COc1ccccc1N1CCN(C(=O)CN2C(=O)c3cccc4cccc(c34)C2=O)CC1
 : 1% | -17% | i | 1% | 2% | 4% | -16% | 4.5%
50) CC(C)[C@@H](C(=O)O)N1C(=O)c2ccccc2C1=O
 : -11%[9.22 µM] | · | · | -7%[7.66 µM] | 7%[14.2 µM] | -4% | · | ·
51) CCC(CC)C(=O)Oc1c(Sc2ccccc2[N+](=O)[O-])c(C)nn1C(C)(C)C
 : -30% | -3% | i | 4% | -6% | 21% | ? | -1.0%
52) Cc1c(S(=O)(=O)N2CCN(C(=O)c3ccco3)CC2)c(=O)n(C)c(=O)n1C
 : -17% | 1% | 2% | 2% | 2% | 6%[38.3 µM] | -2%[46.1 µM] | 0.0%
53) O=C(Nc1ccccc1Cl)c1csc(-c2cccnc2)n1
 : · | -3% | -4% | · | 7% | · | -18% | -0.4%
54) Cc1sc2ncnc(NCC3COc4ccccc4O3)c2c1C (stereo unspecified)
 : -57%[inhibitor] | -8% | i | -1% | -5% | 14% | 14% | 0.0%
55) CCNC(=O)[C@H](C)/C=C/C(NC(=O)OCc1ccccc1)c1ccc(C(=O)OC)cc1 (stereo partly specified)
 : -9% | -3% | -3% | 0% | 3% | 2% | · | -0.1%
56) Cc1ccc(S(=O)(=O)/N=c2\ccc(Cl)cn2C(F)F)cc1
 : · | -7% | -6% | · | 3% | -5% | -3% | 2.6%
57) Cc1cccc(NC(=O)c2cc(NC(=O)CCCC(=O)O)ccc2Cl)n1
 : 10% | -4% | 10% | -3% | 7% | 27%[38.3 µM] | -7%[46.1 µM] | 4.8%
58) O=C(c1ccccc1)N1CCN(c2ccc([N+](=O)[O-])cc2-n2cccc2)CC1
 : · | -10% | -6% | · | 1% | · | -55% | -1.2%
59) c1ccc2c(NC3=NCCCCS3)cccc2c1
 : 0% | 15% | -3% | -2% | 1% | 16% | 4%[46.1 µM] | 2.4%
60) CC(C)(C)c1ccc(OCCON2C(=O)CCC2=O)c(Cl)c1
 : -6% | -4% | -13% | 0% | 1% | 21%[38.3 µM] | -14%[46.1 µM] | 0.6%
